Hsp90 Hop PPI: changes Hsp90-Hop TPR2A binding signal, up or down; AlphaScreen TPR2A-His6 binding biotin-Hsp90 C-terminal peptide; Potency, µM (highest dose often 57 µM), inactives show at the highest dose activity change, negative = inhibition; hit rate 0.44% among 71,000; active = well fitted curve in either direction with a large enough effect; inconclusive = small, poorly fitted or top-dose-only effect, or another doubt; note: potency is the fitted concentration of half-maximal effect; % is set by controls: 0 for no effect and ±100 for the full control effect; many of its hits are not listed in these tables
HBB splicing: modulators of hemoglobin beta chain splicing. hit rate 0.06% among 65,000. HBB splicing reporter cell assay, activation; EGFP reporter with mutant IVS2-654 intron; response scale: normalised to 500 nM splice-correcting PNA. Potency, µM (top dose mostly 46.1 µM), inactives show top-dose activation, most hits filed as activators; note: potency is the fitted concentration of half-maximal effect; 0% is about no effect
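Compounds were applied for 2 days to HeLa EGFP-654 cells, 500/well in Optimem with 2% FCS. The reporter's EGFP is disrupted by mis-splicing of beta-globin intron IVS2-654. Readout: summed well GFP fluorescence from 488 nm laser scanning; reference was 500 nM antisense […] 654 PNA.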
4MU fluor: compound fluoresces in the 4-MU spectral region; compound autofluorescence, 340/450 nm, 4-MU equivalents; hits give high values; max dye-equivalent concentration, M; hit rate 11% among 59,000; in the data active = max dye-equivalent concentration above about 10 nM; inconclusive = mostly about 1.1 nM to 9.6 nM
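Compounds in 100 mM Tris, pH 8.0, incubated 15 min at room temperature, then fluorescence read at 340 nm excitation/450 nm emission. Signal converted to 4-MU dye-equivalent concentration using an on-plate six-point 4-MU standard curve.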
Epigenetic mod: epigenetic GFP locus derepression in mouse cells; Potency, µM (highest dose often 46.1 µM), without a hit: at the top dose GFP derepression (activation); AID 597; hit rate 0.09% among 68,000; mouse C127i GFP locus derepression, cytometry, 30 h; note: % of control where 0% means no effect
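Derepression screen: silenced CMV-GFP reporter in murine C127i cells, 30 h compound incubation at 37 C, washed cells imaged by laser-scanning cytometer to enumerate GFP-expressing objects of 20 to 120 um.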
Pol III holo inh: blocks replication by bacterial DNA polymerase III holoenzyme; hit rate 0.25% among 71,000; AID 603; Potency, µM (top dose mostly 57.1 µM), for the others: top-dose activity change, negative = inhibition; reconstituted DNA polymerase III holoenzyme replication, biochemical; note: potency is the fitted concentration of half-maximal effect; % is set by controls: 0 for no effect and ±100 for the full control effect
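Reconstituted *E. coli* holoenzyme (0.35 nM Pol III, 1 nM beta, 154 nM SSB, 2 nM primase) was preincubated with compound for 15 min at RT. Synthesis on 1.4 nM ssM13Gori ran 35 min, then was stopped with PicoGreen/EDTA and read as dsDNA fluorescence.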
A350 autofl: compounds fluorescent in Alexa 350 spectral region. Compound autofluorescence, 340/450 nm, Alexa 350 dye-equivalents; hits give high values. max dye-equivalent concentration, M. hit rate 11% among 59,000. AID 590; in the data active = max dye-equivalent concentration above about 10 nM; inconclusive = mostly about 1.1 nM to 9.6 nM
15-hLO inh: 15-hLO (ALOX15) enzyme inhibition. purified 15hLO-1, xylenol orange hydroperoxide absorbance. hit rate 1.4% among 74,000. Potency, µM (top dose mostly 57.1 µM), for inactives: at the highest dose activity change, negative = inhibition, most hits filed as inhibitors. P16050; note: potency is the fitted concentration of half-maximal effect; % is set by controls: 0 for no effect and ±100 for the full control effect; nearly all actives have a fitted effect of over 55% in size
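Purified human 15hLO-1 (40 nM) in 25 mM Hepes pH 7.5, 0.01% Triton X-100, preincubated 15 min RT with compound, then 50 uM arachidonic acid for 6 min. Hydroperoxide read by ferrous/xylenol orange, 30 min; 573/405 nm absorbance ratio gave progress.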
BRCT PPI green: blocks human BRCA1 BRCT binding to phosphopeptide, green readout | BRCA1 BRCT-phosphopeptide binding, green fluorescence polarization | Potency, µM (highest dose often 76.9 µM), inactives show top-dose activity change, negative = inhibition, most hits filed as inhibitors | hit rate 0.05% among 75,000;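 note: potency is the fitted concentration of half-maximal effect; plate controls were peptide without protein for full effect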
Target sequence (P38398 whole entry, looked up): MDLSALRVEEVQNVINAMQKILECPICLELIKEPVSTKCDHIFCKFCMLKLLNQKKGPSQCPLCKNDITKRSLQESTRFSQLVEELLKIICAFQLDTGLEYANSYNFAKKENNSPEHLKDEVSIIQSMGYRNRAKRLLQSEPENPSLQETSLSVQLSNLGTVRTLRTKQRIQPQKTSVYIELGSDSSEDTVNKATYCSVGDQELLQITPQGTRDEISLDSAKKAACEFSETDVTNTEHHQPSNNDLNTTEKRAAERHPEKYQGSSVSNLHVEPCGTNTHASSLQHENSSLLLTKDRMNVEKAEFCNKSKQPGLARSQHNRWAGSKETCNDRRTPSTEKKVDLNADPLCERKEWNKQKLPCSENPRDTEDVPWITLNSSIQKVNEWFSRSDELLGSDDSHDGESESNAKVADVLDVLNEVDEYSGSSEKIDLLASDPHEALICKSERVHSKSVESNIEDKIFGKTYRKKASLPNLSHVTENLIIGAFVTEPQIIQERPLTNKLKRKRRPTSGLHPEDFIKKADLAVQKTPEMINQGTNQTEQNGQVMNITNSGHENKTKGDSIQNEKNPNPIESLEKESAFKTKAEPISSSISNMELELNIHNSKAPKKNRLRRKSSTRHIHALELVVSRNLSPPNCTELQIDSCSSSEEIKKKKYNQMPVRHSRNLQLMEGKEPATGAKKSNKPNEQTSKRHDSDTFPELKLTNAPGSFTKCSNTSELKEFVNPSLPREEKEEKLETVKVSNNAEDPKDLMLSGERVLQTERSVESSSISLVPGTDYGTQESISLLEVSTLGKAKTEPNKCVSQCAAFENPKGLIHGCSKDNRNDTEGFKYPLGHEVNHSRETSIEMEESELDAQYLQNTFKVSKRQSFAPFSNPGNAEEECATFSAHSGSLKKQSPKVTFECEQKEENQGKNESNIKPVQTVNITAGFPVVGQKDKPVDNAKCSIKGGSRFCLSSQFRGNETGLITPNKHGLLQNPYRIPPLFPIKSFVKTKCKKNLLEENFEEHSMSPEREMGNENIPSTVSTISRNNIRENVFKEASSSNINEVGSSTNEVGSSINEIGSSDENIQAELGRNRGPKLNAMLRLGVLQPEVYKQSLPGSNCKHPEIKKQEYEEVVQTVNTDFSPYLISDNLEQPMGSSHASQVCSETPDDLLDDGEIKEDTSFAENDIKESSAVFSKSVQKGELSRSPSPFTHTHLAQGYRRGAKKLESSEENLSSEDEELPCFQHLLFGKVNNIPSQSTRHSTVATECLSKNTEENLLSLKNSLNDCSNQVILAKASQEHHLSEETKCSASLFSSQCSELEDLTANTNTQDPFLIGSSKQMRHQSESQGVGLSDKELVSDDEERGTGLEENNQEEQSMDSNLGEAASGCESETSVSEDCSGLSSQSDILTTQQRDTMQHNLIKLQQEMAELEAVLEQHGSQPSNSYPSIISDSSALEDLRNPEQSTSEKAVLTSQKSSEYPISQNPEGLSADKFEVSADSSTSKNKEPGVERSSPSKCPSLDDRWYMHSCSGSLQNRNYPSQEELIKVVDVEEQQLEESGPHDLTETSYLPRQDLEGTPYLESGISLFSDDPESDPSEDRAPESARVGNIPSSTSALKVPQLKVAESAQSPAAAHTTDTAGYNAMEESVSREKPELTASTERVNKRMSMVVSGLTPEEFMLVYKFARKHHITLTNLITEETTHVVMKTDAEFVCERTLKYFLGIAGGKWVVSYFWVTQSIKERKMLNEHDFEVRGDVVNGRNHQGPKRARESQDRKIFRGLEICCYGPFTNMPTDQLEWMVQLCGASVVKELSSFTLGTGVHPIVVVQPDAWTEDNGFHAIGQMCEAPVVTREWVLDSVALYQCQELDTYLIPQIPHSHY
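Compounds were incubated for 12 min at room temperature with a complex of 100 nM fluorescein-tagged pBACH1 decapeptide and 250 nM His-tagged BRCT protein. Buffer was phosphate pH 7.3 with EDTA, DTT and Tween 20. Disruption of binding lowers the polarization signal.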
CRE-bla Fsk: alters forskolin-stimulated CRE reporter signaling in CHO cells; CHO CRE-bla reporter (cAMP response element driving beta-lactamase), forskolin EC10, beta-lactamase ratio; Potency, µM (series often up to 38.2 µM), for inactives: at the top dose activity change, negative = inhibition, actives largely listed as activators; hit rate 2.5% among 71,000; AID 662; active = well fitted activation curve with a large enough effect in the signal ratio, with a control signal flat, not every such curve was filed as active; inconclusive = small, poorly fitted or top-dose-only effect, or effect the other way, or a change in a side signal; the % refers to the signal ratio; note: potency is the fitted concentration of half-maximal effect; % of control where 0% means no effect
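CRE-bla CHO cells stimulated with EC10 NKH 477 (water-soluble forskolin) and compound titrations, 3 h at 37C; beta-lactamase read with CCF4 after 2 h at room temperature. Activity from 460/530 nm emission ratio, AC50 values for positive or negative modulation.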
BRCT inh red: inhibitors of human BRCA1 BRCT-phosphoprotein interaction (red fluorophore). Potency, µM (series often up to 76.9 µM), for inactives: top-dose activity change, negative = inhibition, most hits filed as inhibitors. hit rate 0.03% among 75,000. P38398. BRCT-phosphopeptide binding, red fluorescence polarization; note: % is set by controls: 0 for no effect and ±100 for the full control effect
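Fluorescence polarization: 100 nM His-tagged BRCA1 BRCT with 100 nM TAMRA-labelled phospho-BACH1 decapeptide, phosphate buffer pH 7.3 with 150 mM NaCl, DTT, 0.01% Tween 20; 12 min RT. Binding inhibition seen as FP decrease.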
UbGFP stabilizer: ubiquitin-GFP accumulation via proteasome inhibition | Ubiquitin-GFP reporter cells, proteasome inhibition, GFP fluorescence; response scale: untreated = 0%, 10 µM MG-132 = 100% | 67,000 tested, under 10 active | Potency, µM (titrated, usually from 45.9 µM), inactives show at the top dose activation (GFP accumulation), usual class: activators | AID 526; active = well fitted activation curve with a large enough effect, not every such curve was filed as active; inconclusive = small, poorly fitted or top-dose-only effect, or another doubt; inactive = no such curve, though single readings can be large or run the other way; note: potency is the fitted concentration of half-maximal effect
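Proteasome block read as GFP accumulation: ubiquitin(G76V)-GFP U2OS cells exposed to compound (2.9 nM–46 uM) for 4 hr at 37 C. Normalization used untreated cells as 0% and 10 uM MG-132 as 100%; concentration-response curves fitted.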
Numbers without * were called inactive; i = inactive; u = inconclusive; x = no result given; [ ] = remark or other dose. Unless noted, calls come from the whole dose curve; as a rule, active = well fitted curve in the direction sought with a large enough effect; inconclusive = small, poorly fitted or top-dose-only effect, or another doubt; inactive = no such curve, though single readings can be large; an effect the other way counts as inactive or inconclusive.

item	Molecule	Hsp90 Hop PPI	HBB splicing	4MU fluor	Epigenetic mod	Pol III holo inh	A350 autofl	15-hLO inh	BRCT PPI green	CRE-bla Fsk	BRCT inh red	UbGFP stabilizer
1	Cc1csc(NC(=O)c2c(O)c3c(n(CC(C)C)c2=O)CCCC3)n1	-1.6%	-0.2%[57.5 µM]	i	-1.2%	1.8%	i	-19.7%	-1.8%	-1.5%	-0.9%	-4.3%
2	CCCSc1nc2c(cnn2-c2ccc(C)cc2)c(=O)[nH]1	-0.5%	0.2%	x	x	-2.6%	x	-5.0%	-0.6%	10µM*	0.1%	1.3%
3	COCCNC(=O)C1CC(=O)N(C2CCCCC2)C1 (configuration not stated)	u	-0.6%	i	0.0%	-6.4%	i	7.4%	-2.4%	1.5%	-1.8%	19.4%
4	Cc1cc(C)c2oc(=O)cc(CN3CCOCC3)c2c1	-3.9%	2.5%[1.84 µM]	i	-2.6%	-6.7%	u	2.3%	0.8%	24.3%	-1.3%	4.9%
5	COc1nnc(-c2ccc(N3CCCCC3)c(N)c2)c2ccccc12	-19.9%	-0.1%	i	2.4%	2.8%	i	-6.3%	-5.0%	-4.0%	-0.6%	2.4%
6	CCOC(=O)c1sc2nc(C)n(CC(=O)NCC3CCCO3)c(=O)c2c1C (configuration not stated)	-1.2%	0.2%	i	1.2%	0.2%	i	1.9%	1.2%	-6.8%	0.1%	-19.4%
7	CCN1CCCC1CNC(=O)c1cc2c(-c3ccc(Cl)cc3)nn(C)c2s1 (configuration not stated)	0.0%[2.3 µM]	-0.4%	x	x	-27.3%	x	-12.6%	4.5%	u	-0.5%	-11.4%
8	Cc1ccc(S(=O)(=O)Oc2cc(S(=O)(=O)O)cc3cc(S(=O)(=O)O)cc(N)c23)cc1	-0.3%[11 µM]	2.3%[9.22 µM]	i	-3.4%[9.22 µM]	-14.8%[11.4 µM]	u	15.8%[11.4 µM]	1.5%[15.4 µM]	6.4%[7.6 µM]	-2.0%[15.4 µM]	7.3%[9.17 µM]
9	CC(C)CC(C(=O)Nc1oc(-c2ccco2)c(-c2ccco2)c1C#N)N1C(=O)c2ccccc2C1=O (configuration not stated)	u	1.7%[57.5 µM]	i	0.0%	1.3%	i	25.1µM*	-1.0%	-7.7%	-10.1%	-1.8%
10	O=C(CN1CCOCC1)OCCCC1CCCCC1	-4.1%	1.9%[57.5 µM]	3.35e-08M*	-2.6%	-2.7%	4.54e-08M*	-0.1%	-0.9%	13.6%	0.2%	-4.3%
11	CC1CCC(NC(=O)CN2C(=O)C3CCCN3c3ncc(Cl)cc32)CC1 (configuration not stated)	5.2%	-0.1%	1.08e-08M*	0.8%	-7.8%	1.2e-08M*	u	12.4%	u	-0.4%	-11.1%
12	Cc1csc(=NC(=O)c2ccccc2)n1Cc1ccco1	5.5%	0.4%[57.5 µM]	u	2.1%	-1.4%	u	-7.9%	0.2%	7.5%	-1.2%	1.9%

Continued (four carried over from the part before).
item	Molecule	Hsp90 Hop PPI	HBB splicing	4MU fluor	Epigenetic mod	Pol III holo inh	A350 autofl	15-hLO inh	BRCT PPI green	CRE-bla Fsk	BRCT inh red	UbGFP stabilizer
9	CC(C)CC(C(=O)Nc1oc(-c2ccco2)c(-c2ccco2)c1C#N)N1C(=O)c2ccccc2C1=O (configuration not stated)	u	1.7%[57.5 µM]	i	0.0%	1.3%	i	25.1µM*	-1.0%	-7.7%	-10.1%	-1.8%
10	O=C(CN1CCOCC1)OCCCC1CCCCC1	-4.1%	1.9%[57.5 µM]	3.35e-08M*	-2.6%	-2.7%	4.54e-08M*	-0.1%	-0.9%	13.6%	0.2%	-4.3%
11	CC1CCC(NC(=O)CN2C(=O)C3CCCN3c3ncc(Cl)cc32)CC1 (configuration not stated)	5.2%	-0.1%	1.08e-08M*	0.8%	-7.8%	1.2e-08M*	u	12.4%	u	-0.4%	-11.1%
12	Cc1csc(=NC(=O)c2ccccc2)n1Cc1ccco1	5.5%	0.4%[57.5 µM]	u	2.1%	-1.4%	u	-7.9%	0.2%	7.5%	-1.2%	1.9%
13	COc1ccc(S(=O)(=O)n2nc(-c3cc(OC)c(OC)c(OC)c3)cc2N)cc1OC	-4.5%	-0.7%	x	-5.0%	3.0%	x	-1.9%	-1.2%	5.01µM*	0.1%	-4.2%
14	CC1C(=O)C(C)C(c2ccco2)NC1c1ccco1 (configuration not stated)	-2.1%	0.2%	i	1.2%	3.4%	i	14.0%	-1.4%	-2.3%	-2.5%	-5.1%
15	COc1ccc(NC(=O)Cc2nn(C)c(=O)c3ccccc23)c2ncccc12	-2.5%	-1.0%	3.01e-07M*	-1.2%	-3.6%	3.57e-07M*	11.1%	-2.6%	u	0.8%	-9.5%
16	COC(=O)Cn1nnc(-c2cccc(OC)c2)n1	3.6%	x	i	1.2%	-5.7%	i	2.0%	-2.2%	2.8%	-0.7%	-2.6%
17	COc1ccc(CCNC(=O)CSC2=Nc3ccccc3C3=NC(C(C)C)C(=O)N23)cc1OC (configuration not stated)	-3.8%	0.4%	1.36e-08M*	-2.8%	-10.5%	1.33e-08M*	5.9%	-1.3%	-20.7%	-0.7%	3.5%
18	O=C(COc1ccc(S(=O)(=O)Nc2ccccc2)cc1)N1CCOCC1	-3.3%	-1.2%	u	-1.7%	0.0%	u	2.9%	0.9%	-10.8%	0.0%	-3.7%
19	Cc1cccc(N(C)c2cc(C)nc3nc(C)nn23)c1	-1.2%	-0.2%	x	-5.0%	1.2%	x	7.4%	-1.9%	u	1.0%	5.7%
20	CC(=O)c1c(C)nc(-c2ccc(Cl)cc2Cl)n1O	-1.8%	-0.5%	i	3.2%	-8.1%	i	1.4%	2.7%	8.7%	0.1%	-2.7%
21	Cc1cc2nc(C3CCN(Cc4nnnn4Cc4cccs4)CC3)[nH]c2cc1C	-5.0%	-0.5%[57.5 µM]	i	0.0%	-1.5%	i	3.7%	-2.4%	-2.7%	0.1%	3.1%
22	OCCN1CCN(CC/C=C2\c3ccccc3Sc3ccc(C(F)(F)F)cc32)CC1	-7.9%[26 µM]	0.2%[20.6 µM]	i	0.0%[20.6 µM]	-0.9%[25.6 µM]	i	13.1%[25.6 µM]	0.5%[34.4 µM]	-7.6%[17.1 µM]	-1.5%[34.4 µM]	1.3%[20.5 µM]
23	CC(C)c1cccc2cc3c(nc12)-c1cccc(=O)n1C3	14.9%	0.2%	x	x	-7.2%	x	x	0.3%	u	-0.3%	x
24	CCN(CC(=O)Nc1ccc2c(c1)OCCO2)C(=O)c1cccc(S(=O)(=O)N2CCOCC2)c1	-2.1%	-7.9%	i	-1.4%	-0.5%	i	-29.8%	-2.4%	u	0.9%	-2.5%
25	O=C(CS(=O)CC(=O)Nc1ccc(Cl)cc1)NCC1OCCc2ccccc21 (configuration not stated)	-2.1%	-0.2%[57.5 µM]	i	2.3%	0.0%	i	-5.9%	-1.9%	-11.8%	0.1%	-5.3%
26	Cc1cc(C(=O)Nc2nnc(-c3ccccc3)s2)no1	-12.7%	0.1%	i	-2.8%	-2.6%	i	-26.8%	-1.6%	u	-1.2%	3.0%
27	COCC(C)NC(=O)NC1(C(F)(F)F)Oc2ccc(Cl)cc2O1 (configuration not stated)	0.8%	-0.8%	i	-0.2%	-3.0%	i	-21.2%	-3.9%	u	-0.1%	-0.8%
28	O=C(NCCc1ccc(Cl)cc1)C1CCCN(S(=O)(=O)c2cnc[nH]2)C1 (configuration not stated)	-1.3%	0.4%	x	0.0%	-5.0%	x	2.9%	-1.8%	-15.6%	1.1%	-0.4%
29	O=C(CN1C(=O)C2CC=CCC2C1=O)Nc1ccc(-c2nnc3n2CCCCC3)cc1 (configuration not stated)	1.1%	0.2%[57.5 µM]	i	8.2%	-6.2%	i	10.3%	-1.9%	-8.8%	-0.5%	0.9%
30	CCCCC[C@H](O)c1cccc(OCc2ccc3ccccc3n2)c1	11.7%	0.2%	i	0.0%	-6.6%	i	-4.5%	-3.7%	-14.2%	-2.0%	0.5%
31	CC(=O)NCCOc1ccc2oc3ccccc3c2c1	0.7%	-0.7%	i	0.0%	-2.1%	i	-4.4%	-0.4%	10.8%	-1.9%	10.3%
32	O=C(CSc1nnnn1-c1ccc2c(c1)CCC2)NCc1cccs1	-2.0%	x	i	0.0%	1.4%	i	-5.6%	0.1%	-9.9%	-0.6%	5.2%

Compound activity: PubChem, National Center for Advancing Translational Sciences (NCATS)
